# Source: PubChem
# HTRA1 inh: HTRA1 (human) protease inhibition; 340,000 tested, 0.5% active; recombinant HTRA1, FP-rhodamine activity-based probe, fluorescence polarization; Q92743; inhibition, % at 5.96 µM; in the data active = inhibition above about 36%;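 note: 0% = enzyme with DMSO and 100% = wells lacking enzyme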
# PRMT1 inh: PRMT1 (human) inhibition, primary screen. Q99873. AID 652257. inhibition, % at 2.79 µM. 370,000 tested, 1.3% active. recombinant PRMT1, activity-based probe fluorescence polarization;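 active = inhibition above about 21% made by adding two undisclosed values, limit read from the data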
# TCR CD3 inh: human TCR-CD3 binding inhibition; TAMRA-labeled TCR probe fluorescence, biochemical; inhibition, % at 9.4 µM; 360,000 tested, 0.37% active; AID 651800; in the data active = inhibition above about 19%;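 note: recombinant mutant TCR 2C K166C tagged with TAMRA read by polarization; 0% = receptor in buffer alone and 100% = receptor with positive control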
# SIAE inh: blocks human sialic acid acetylesterase; Q9HAT2; AID 1053197; inhibition, % at 9.66 µM; SIAE FP-Rh probe binding, fluorescence polarization; 370,000 tested, 0.69% active;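 active = inhibition above a cutoff: mean of compounds within the control limits plus 3 SD of those, cut at about 17% in these data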;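 note: 0% = plate median of compound wells and 100% = probe without SIAE protein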
# TDP2 inh: TDP2 (human) inhibition, absorbance primary screen; inhibition, % at 12.8 µM; 370,000 tested, 0.34% active; O95551; AID 720702; recombinant TDP2, T5PNP hydrolysis, p-nitrophenol absorbance 415 nm;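 active = inhibition above the mean of all tested compounds plus 3 SD, set per campaign, cut at about 25% in these data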;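 note: 0% = DMSO with enzyme and 100% = buffer with substrate but no TDP2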
#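 test system = human TDP2 enzyme | input = TDP2 enzyme at 120 nM final | medium = 50 mM Tris-HCl pH 7.5 with Mg2+, KCl, DTT, BSA | also added = T5PNP substrate, 5 mM | times = 2 h at 37 °C | technique = epi absorbance | benchmarks = high control without enzyme, low control DMSO plus TDP2 | replication = each compound tested once, singlicate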
# GC-B act: GC-B (human) receptor activation; activation, % at 10 µM; AID 1920062; 370,000 tested, 0.11% active; HEK293-GC-B cells, CNP EC30, cGMP TR-FRET; 0% at EC30 CNP, 100% saturating CNP;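 active = activation at 10 µM reaching about 35% in either raw or pattern-adjusted values, limit read from the data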
# rCAG binder: molecules binding r(CAG) RNA repeats | r(CAG) RNA repeat, TO-PRO-1 dye displacement fluorescence | inhibition, % at 3 µM | 370,000 tested, 1.3% active | AID 651821;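 active = inhibition above the plate cutoff, the mean of all test compounds on that plate plus 3 SD, cut at about 35% in these data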;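 note: 0% = DMSO alone and 100% = 100 µM mitoxantrone as full dye displacement; higher means more dye released from RNA so lower well fluorescence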
# LEDGF integ inh: blocks HIV-1 LEDGF/p75-dependent DNA integration; TR-FRET IN-LEDGF/p75 DNA integration, Eu/Cy5; 370,000 tested, 0.64% active; inhibition, % at 3.7 µM;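 active = inhibition above the screen-wide mean plus 3 SD, cut at about 13% in these data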;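 note: signal is the Cy5 over europium emission ratio at 671 and 618 nm; 0% = plate median of compound wells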
# MBD2 DNA inh: inhibitors of human MBD2 binding to methylated oligonucleotide; Q9UBB5; TR-FRET; inhibition, % at 4.4 µM; 370,000 tested, 0.31% active; AID 686964; in the data active = inhibition above about 13%
# Target sequence (Q9UBB5 whole entry, looked up): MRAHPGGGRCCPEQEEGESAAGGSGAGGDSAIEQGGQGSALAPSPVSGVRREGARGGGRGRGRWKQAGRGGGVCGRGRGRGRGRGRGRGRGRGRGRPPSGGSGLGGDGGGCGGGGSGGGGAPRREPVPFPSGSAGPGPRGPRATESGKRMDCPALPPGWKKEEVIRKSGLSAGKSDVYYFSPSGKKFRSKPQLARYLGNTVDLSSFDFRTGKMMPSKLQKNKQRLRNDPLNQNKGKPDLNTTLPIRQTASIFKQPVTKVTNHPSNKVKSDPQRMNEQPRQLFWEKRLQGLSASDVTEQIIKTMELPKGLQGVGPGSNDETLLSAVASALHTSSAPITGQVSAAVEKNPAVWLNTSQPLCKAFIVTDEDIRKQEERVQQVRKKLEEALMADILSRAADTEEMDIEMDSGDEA
# mABHD4 FP: ABHD4 (mouse) inhibition, primary FP screen. Q8VD66. purified mABHD4, FP-Rh probe fluorescence polarization. inhibition, % at 8.92 µM. 370,000 tested, 0.54% active. AID 720543;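 active = inhibition exceeding the mean over every tested compound plus 3 SD, cut at about 30% in these data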;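 note: 0% = plate median of compound wells and 100% = S159A mutant with DMSO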
# Target sequence (Q8VD66 whole entry, looked up): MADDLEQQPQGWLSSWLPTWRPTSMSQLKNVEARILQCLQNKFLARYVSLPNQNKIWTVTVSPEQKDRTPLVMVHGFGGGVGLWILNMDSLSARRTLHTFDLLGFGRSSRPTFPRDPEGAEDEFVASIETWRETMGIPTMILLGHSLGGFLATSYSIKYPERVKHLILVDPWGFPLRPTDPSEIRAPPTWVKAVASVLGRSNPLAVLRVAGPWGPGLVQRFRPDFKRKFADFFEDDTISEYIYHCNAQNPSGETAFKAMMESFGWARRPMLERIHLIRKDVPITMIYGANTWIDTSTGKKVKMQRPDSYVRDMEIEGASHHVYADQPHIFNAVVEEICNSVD
#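 Assay system: mABHD4 protein; medium: HEPES pH 7.0, NaCl, Pluronic buffer; dosing: 8.92 µM, single dose; schedule: 45 min + 60 min at 25 °C; signal: FP readout, ex 525 nm / em 598 nm; read-out: normalized percent inhibition of probe labeling; repeats: single replicate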
# The depositor's hits bear a star; · = not tested or not shown. A portion of the library. The share of hits here may be higher or lower than overall.
# Values run as follows: HTRA1 inh	PRMT1 inh	TCR CD3 inh	SIAE inh	TDP2 inh	GC-B act	rCAG binder	LEDGF integ inh	MBD2 DNA inh	mABHD4 FP
COCCN(CC1CCCN(C2Cc3ccccc3C2)C1)C(=O)CCC(C)=O (centres undefined)
    6	0	1	-2	-8	-1	-5	1	-3	2
CCC(Oc1ccccc1)C(=O)NCc1cccnc1 (centres undefined)
    5	3	5	2	-2	-1	1	-2	0	0
CCc1ccccc1NC(=O)CNC(=O)CNC(=O)c1cccs1
    -1	2	-4	-2	2	-7	0	1	0	2
COc1ccc(OC)c(NC(=O)c2ccc(S(=O)(=O)N3CCOCC3)cc2)c1
    -4	2	11	-7	0	-5	1	-1	-2	0
CC(C)C1C(=O)N(Cc2cn(Cc3ccco3)nn2)CCS(=O)(=O)N1Cc1ccc(-c2ccccc2)cc1 (centres undefined)
    -38	0	-4	-9	2	0	13	2	1	-15
CC(NC(=O)c1ccccc1SCC(=O)N1CCCC1)c1ccc(F)cc1 (centres undefined)
    2	-1	7	2	-12	-1	-6	-2	2	6
CCCNS(=O)(=O)c1cc(Cl)ccc1OC
    -2	2	1	-6	-8	1	-4	-5	0	-1
CCCCc1nc2cc(C(=O)NCc3cn(C)nc3C)ccc2o1
    -4	2	7	0	-3	2	-7	-3	1	0
CCSC1=N/C(=C\c2ccccc2)C(=O)N1
    2	3	-6	2	1	-8	0	0	8	-3
COc1ccc(NC(=O)C2(C)Cc3c(-c4cccc(C(F)(F)F)c4)ccnc3O2)cc1OC (centres undefined)
    ·	-4	-4	10	0	2	0	-2	-4	-9
COc1ccc(C(=O)CSc2nc(C(C)(C)C)nc3ccccc23)cc1
    -15	-2	6	-8	-5	1	-1	3	-1	-9
CCOC(=O)C1CCN(C(=O)CSCc2nc(-c3ccc(OCC)cc3)oc2C)CC1
    -2	-1	7	4	2	3	-9	1	3	3
COc1ccc(C(C)=O)cc1CSc1nnnn1-c1ccc(O)cc1
    -9	-1	-5	-5	-6	-2	3	3	-2	-7
N=C1C=CC(=C(c2ccc(N)cc2)c2ccc(N)cc2)C=C1
    18	1	1	3	9	-8	8	-4	-22	21
O=C(COC(=O)[C@H](Cc1ccccc1)NC(=O)c1ccco1)Nc1ccccc1OC(F)F
    -6	4	-3	4	5	-3	1	-2	4	-12
COc1cccc(CNC(=O)CCCSc2ccccc2)c1
    -4	-3	4	2	0	0	-2	3	-4	-2
Cc1ccc(Nc2nc(N)nc(CN3CCN(Cc4ccc5c(c4)OCO5)CC3)n2)c(C)c1
    3	0	0	-2	9	-2	-7	0	5	-1
COC(=O)[C@]12C[C@H](CC(=O)NCc3cccc(C(F)(F)F)c3)C(=O)N(Cc3cccc4ccccc34)C1=C[C@H](C(C)(C)C)O[C@@H]2C
    ·	2	·	-2	-3	0	2	-1	25*	-10
CN(CCc1ccccc1)C1CCCN(C(=O)Cn2cccn2)C1 (centres undefined)
    0	4	-2	-1	2	2	-3	-3	-1	2
COc1cccc2cc(C(=O)NC(C)c3ccccc3)c(=O)oc12 (centres undefined)
    0	-5	4	0	3	6	-3	4	-6	-8
CCN(CC)c1ccc(NS(=O)(=O)c2ccc(OC)cc2)cc1
    -4	6	-3	3	9	0	-3	-5	4	11
O=C1/C(=C/c2ccccc2Cl)SC(=S)N1CCC(=O)N1CCCCC1CCO (centres undefined)
    -7	5	-2	3	5	-1	1	-2	1	-7
O=S1(=O)[C@H]2C[C@@H]3CC[C@]2(CN1Cc1cccc(F)c1)O3
    0	1	-3	4	2	6	3	3	2	6
Cc1cc(Cl)cc(C)c1OCCCCn1ccnc1
    -1	-2	4	-1	3	-2	-9	0	3	5
O=C(Nc1ccc(Oc2cccnc2)cc1)C1CCN(Cc2ccccc2)CC1
    -6	-1	-2	2	2	-1	-7	2	0	-1
CCN(CC(=O)Nc1ccc(NC(C)=O)cc1)C(=O)CSCC(=O)Nc1ccc(C)cc1
    -25	-1	6	7	10	-5	-1	0	3	0
O=C(CCn1cnc2ncccc2c1=O)N1CCN(c2cccc(Cl)c2)CC1
    7	3	-6	1	5	-9	-3	3	9	-5
CSc1c(-c2ccccn2)c(N)nn1C(=O)C1CC1
    4	2	5	-1	-2	-3	0	3	5	-11
O=S1(=O)C[C@H](N2CCN(CCO)CC2)[C@@H](COCc2ccccc2)N1
    ·	-3	2	-3	-11	-8	4	0	-2	-2
Cc1ccc(N2CCN(C(=O)c3ccccc3Br)CC2)c(C)c1
    -17	3	5	5	-15	6	-6	-1	-2	-11

# The final 2 entries of the section above open the next one.
# Values run as follows: HTRA1 inh	PRMT1 inh	TCR CD3 inh	SIAE inh	TDP2 inh	GC-B act	rCAG binder	LEDGF integ inh	MBD2 DNA inh	mABHD4 FP
O=S1(=O)C[C@H](N2CCN(CCO)CC2)[C@@H](COCc2ccccc2)N1
    ·	-3	2	-3	-11	-8	4	0	-2	-2
Cc1ccc(N2CCN(C(=O)c3ccccc3Br)CC2)c(C)c1
    -17	3	5	5	-15	6	-6	-1	-2	-11
CC(=O)OCCN1C(=O)c2ccc(-c3nc4ccccc4c(=O)o3)cc2C1=O
    -3	2	-8	2	2	10	3	1	2	-2
Cc1ccc(N(C)S(=O)(=O)c2c(C)noc2/C=C/N(C)C)cc1
    -29	0	-12	2	17	-4	18	7	2	-6
Cc1cc(Br)cn2c(CC(C)(C)C)c(C3CCCCC3)nc12
    ·	1	-5	-1	6	-3	-1	-3	2	1
COC(=O)CNC(=O)COC(=O)c1ccc(Cl)nc1
    6	-6	3	-4	-10	0	11	1	-3	-3
O=C(NCCc1ccccc1)C1CCCN(C(=O)Nc2ccc(F)cc2)C1 (centres undefined)
    1	-2	1	5	-27	-1	-5	2	1	1
Cc1ccc(C2(C(F)(F)F)NC(=O)N3N=C4CCCCCN4C3=C2C#N)cc1 (centres undefined)
    -3	-1	6	-2	1	4	0	2	0	-1
O=C(CN(c1cccc(C(F)(F)F)c1)S(=O)(=O)c1ccccc1)N1CCOCC1
    2	3	0	1	-1	-4	-3	-4	1	-5
COc1ccc(CNCc2cn(-c3cccc(F)c3)nc2-c2ccc(C)o2)cc1
    -36	-3	-5	-8	-14	-1	7	1	3	5
Nc1nc(NCc2ccccc2)n(-c2ccccc2)n1
    5	-4	-2	-3	-5	1	-4	0	-3	1
COc1ccc(S(=O)(=O)NC2CC(C)(C)NC(C)(C)C2)c2ccccc12
    -1	2	7	-3	4	-5	5	0	2	-1
CC(C)(C)c1ccc(C(=O)Nc2ccc(CC(=O)O)cc2)o1
    -1	-1	2	2	4	2	1	-1	-1	0
CCc1ccc2[nH]c(=O)c(-c3ccccc3)c(O)c2c1
    1	-4	1	-1	13	0	-2	-3	-2	9
COc1ccc(C(=O)Nn2c(CC(C)C)nc3cc(OC)c(OC)cc3c2=O)c(OC)c1
    1	-2	-3	3	-1	-2	-3	-5	2	-1
COC(=O)[C@]12C[C@H](CC(=O)NCc3ccc(OC)c(OC)c3)C(=O)N(CCc3ccc(OC)c(OC)c3)C1=C[C@H](C(C)(C)C)O[C@@H]2C
    ·	4	1	2	6	2	3	3	1	-5
O=C(NC(c1ccc(F)cc1)c1ccc2ccccc2n1)C1CCN(CCOc2ccc(Cl)cc2Cl)CC1 (centres undefined)
    ·	1	-9	-7	-1	1	6	0	-4	-9
CC(C)C1CC(N(C)C)=CC(=S)N1 (centres undefined)
    ·	35*	0	5	5	-2	5	1	-1	2
Cc1ccc(S(=O)(=O)NCC(=O)OCc2cc(=O)oc3cc(C)ccc23)cc1
    0	2	-2	7	-7	1	7	-7	-3	4
CCCn1c(C2CCCN2c2nc(C)cs2)nc2cc(Cl)c(Cl)cc21 (centres undefined)
    -34	-5	-2	1	8	-19	-4	-3	-4	-3
Cc1csc(NC(=O)C2C3C=CC(O3)C2C(=O)O)n1 (centres undefined)
    -3	-1	1	5	-10	0	2	-4	2	-3
O=C1Nc2ccccc2CCc2ccccc21
    4	1	4	-1	11	0	1	0	1	7
Cn1/c(=N/N=C/c2ccc(Cl)c([N+](=O)[O-])c2)sc2ccccc21
    -1	-2	7	-3	-7	-3	3	-1	-3	-5
CCCc1cc(=O)oc2cc3occ(C)c3cc12
    -12	1	4	-3	-2	-8	9	-2	4	-5
CCCCn1c(N)c(N(CCC(C)C)C(=O)COC(=O)c2cccnc2Cl)c(=O)[nH]c1=O
    -6	1	1	-2	-7	4	2	-1	5	9
O=C(COc1ccc(F)cc1)N1CCC(c2ccccc2)C1 (centres undefined)
    -9	-2	9	-1	5	-1	-5	1	0	2
COc1cc(N2C(=O)NC3CC2(C)Oc2ccccc23)cc(OC)c1OC (centres undefined)
    1	5	-4	0	-4	5	-2	-6	5	-3

# Sorted by SMILES length (high to low): some entries from above
# Values run as follows: HTRA1 inh	PRMT1 inh	TCR CD3 inh	SIAE inh	TDP2 inh	GC-B act	rCAG binder	LEDGF integ inh	MBD2 DNA inh	mABHD4 FP
O=C(NC(c1ccc(F)cc1)c1ccc2ccccc2n1)C1CCN(CCOc2ccc(Cl)cc2Cl)CC1 (centres undefined)
    ·	1	-9	-7	-1	1	6	0	-4	-9
CCCCn1c(N)c(N(CCC(C)C)C(=O)COC(=O)c2cccnc2Cl)c(=O)[nH]c1=O
    -6	1	1	-2	-7	4	2	-1	5	9
O=C(COC(=O)[C@H](Cc1ccccc1)NC(=O)c1ccco1)Nc1ccccc1OC(F)F
    -6	4	-3	4	5	-3	1	-2	4	-12
Cn1/c(=N/N=C/c2ccc(Cl)c([N+](=O)[O-])c2)sc2ccccc21
    -1	-2	7	-3	-7	-3	3	-1	-3	-5
COc1ccc(OC)c(NC(=O)c2ccc(S(=O)(=O)N3CCOCC3)cc2)c1
    -4	2	11	-7	0	-5	1	-1	-2	0
O=C1/C(=C/c2ccccc2Cl)SC(=S)N1CCC(=O)N1CCCCC1CCO (centres undefined)
    -7	5	-2	3	5	-1	1	-2	1	-7
Cc1ccc(N(C)S(=O)(=O)c2c(C)noc2/C=C/N(C)C)cc1
    -29	0	-12	2	17	-4	18	7	2	-6
COc1ccc(C(=O)CSc2nc(C(C)(C)C)nc3ccccc23)cc1
    -15	-2	6	-8	-5	1	-1	3	-1	-9
CC(C)(C)c1ccc(C(=O)Nc2ccc(CC(=O)O)cc2)o1
    -1	-1	2	2	4	2	1	-1	-1	0
COc1ccc(C(C)=O)cc1CSc1nnnn1-c1ccc(O)cc1
    -9	-1	-5	-5	-6	-2	3	3	-2	-7
Nc1nc(NCc2ccccc2)n(-c2ccccc2)n1
    5	-4	-2	-3	-5	1	-4	0	-3	1
CCSC1=N/C(=C\c2ccccc2)C(=O)N1
    2	3	-6	2	1	-8	0	0	8	-3
